Assay outcomes deposited in PubChem by several laboratories.
AID364: cytotoxicity toward Jurkat T cells, primary screen, cell-based, Jurkat E6.1, NIH starter set (AID 364). inhibition, % at 4 µM; hits with a dose series show CC50 in µM. Jurkat E6.1 viability, ATP luminescence, 48 h; higher % means a stronger effect. actives 2% (n = 3,300);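 active = concentration giving half-maximal inhibition at or below 20 micromolar; inactive = half-maximal concentration above 20 micromolar, or not dose tested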;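 also: 100% = cells treated with 4 µM doxorubicin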
HT29 cell growth-1: HT29 colon tumor cell growth inhibition, primary screen, imaging, high content imaging, 48 h, CellTiter-Glo (AID 771); actives 2% (n = 3,300); HT29 cell growth, HCS imaging cell count, 48 h; hits give high values; growth inhibition, % at 10 µM;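 active = growth inhibition above 90%, meaning viable cell count by imaging cut by more than 90% versus vehicle controls; inactive = growth inhibition below 90%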;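 also: percent fewer viable cells counted by imaging than vehicle controls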
A549 NSCLC growth: A549 NSCLC cell proliferation inhibitors – ATP luminescence, human non-small cell lung line, primary screen (AID 371); A549 growth inhibition, ATP luminescence; hits give high values; growth inhibition, % at 10 µM; actives 8.4% (n = 3,300);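 active = mean growth inhibition over the two runs of 50% or more; inactive = mean growth inhibition under 50%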;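 also: compound exposure lasted 72 h before the ATP read; 0% = untreated cell signal and 100% = no luminescence left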
HT29 cell growth-2: HT29 colon tumor cell growth inhibition, primary screen, imaging, high content imaging, 24 h, CellTiter-Glo (AID 770); HT29 cell number by imaging, 24 h; hits give high values; growth inhibition, % at 10 µM; 3,300 tested, under 10 active;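 active = growth inhibition above 90% in viable cell count at a single dose; inactive = growth inhibition below 90%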
AID772: HT29 colon tumor cell growth inhibition, primary screen, imaging, high content imaging, 72 h, CellTiter-Glo (AID 772) | actives 0.6% (n = 3,300) | growth inhibition, % at 10 µM | HT29 cell growth, HCS imaging cell count, 72 h; hits give high values;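 active = growth inhibition above 90%, meaning viable cell count cut by more than 90% versus vehicle controls; inactive = growth inhibition below 90%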
HT29 cell growth-2 condensed nuclei: second read-out of HT29 cell growth-2, no call of its own (marks repeat the call); condensed nuclei, %; measured here: percent cells with condensed nuclei;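 share of cells whose nuclear area falls below control median minus 1.5 SD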
HT29 cell growth-2 ATP viability: recorded beside HT29 cell growth-2, whose call it bears; growth inhibition, %; measured here: ATP CellTiter-Glo viability
HT29 cell growth-1 condensed nuclei: second read-out of HT29 cell growth-1, no call of its own (marks repeat the call); condensed nuclei, %; measured here: percent cells with condensed nuclei;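 condensed means Hoechst nuclear area under control median minus 1.5 SD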
HT29 cell growth-1 ATP viability: also measured in HT29 cell growth-1; calls as there; growth inhibition, %; measured here: ATP CellTiter-Glo viability inhibition
AID772 condensed nuclei: further read-out of AID772, marked with its call; condensed nuclei, %; measured here: percent cells with condensed nuclei;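 condensed means nuclear area below control median minus 1.5 SD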
AID772 second: also measured in AID772; calls as there; growth inhibition, %; measured here: ATP CellTiter-Glo viability
* marks the source's active call; other numbers are inactive results; x = not tested or not shown. These rows are one share of the data, so the mix of outcomes need not match the whole.

SMILES	AID364	HT29 cell growth-1	HT29 cell growth-1 condensed nuclei	HT29 cell growth-1 ATP viability	A549 NSCLC growth	HT29 cell growth-2	HT29 cell growth-2 condensed nuclei	HT29 cell growth-2 ATP viability	AID772	AID772 condensed nuclei	AID772 second
CCOC(=O)c1ccc(N2CC(O)=C(c3nc4ccccc4c(=O)[nH]3)C2=N)cc1	-6%	42	3.6	8	2	-8	2.1	-5	18	5	0
COc1cc(C2C(C#N)=C(N)Oc3cc(C)n(Cc4ccccn4)c(=O)c32)cc2c1OCO2 (centres undefined)	2%	16	3.5	-7	-3	18	2.5	-10	1	7	-5
CC(=O)OCC(=O)[C@H]1CC[C@H]2[C@@H]3CCC4=CC(=O)CC[C@]4(C)[C@H]3CC[C@]12C	3%	62	2.2	x	24	8	3.2	7	49	5	22
COc1ccc(-c2oc3ncn4nc(COc5ccccc5)nc4c3c2-c2ccc(OC)cc2)cc1	-2%	34	3.5	15	11	-1	3.2	6	22	9	11
CCCCc1nc(N2CCOCC2)c(C#N)c2c1COC(C)(C)C2	10%	38	1.7	9	8	-4	1.7	12	-12	9	14
CCOC(=O)N1CCN(C(=O)c2cn(CC)c3cc(N4CCN(C)CC4)c(F)cc3c2=O)CC1	1%	34	2.9	2	1	8	15	-7	-7	11	-21
C[C@]12CCC(=O)C=C1CC[C@@H]1[C@@H]2C(=O)C[C@@]2(C)[C@H]1CC[C@]2(O)C(=O)CO	1%	19	2.2	x	6	1	2.4	-8	3	4	0
COc1ccc(OC)c(C2/C(=C(/O)c3cnn(-c4ccccc4)c3C)C(=O)C(=O)N2CCN(C)C)c1 (centres undefined)	8%	-28	6.8	0	-5	-1	4.7	9	32	2	-2
COc1ccc(S(=O)(=O)N2CCC(N3CCCCC3)CC2)cc1	7%	-8	3.0	16	3	-21	2.9	3	-18	3	16
Brc1ccc2c(c1)CNc1c(ncnc1N1CCOCC1)O2	2%	45	0.5	12	14	-7	1.7	-2	5	5	-24
O=C(O)CN(c1ccccc1)C1SC(=O)NC1=O (centres undefined)	1%	-30	1.7	-8	-2	1	1.9	-6	12	4	-15
COc1ccc(OC)c(C2=Nn3c(nnc3C3CCCCC3)SC2)c1	5%	21	9.7	5	47	16	2.7	7	-16	13	-16
Cc1nnc2n(-c3ccccc3)c(=O)c3c4c(sc3n12)CC(C)CC4 (centres undefined)	1%	25	2.2	-3	13	-16	3.5	-14	23	3	-46
COc1ccc(C2(CN(C(C)=O)C(C)=O)CCCC2)cc1OC	5%	-10	1.9	-4	9	-34	2.2	-10	-40	2	-55
CCc1cc(=O)oc2cc(C)c(CN3CCCC(C)C3)c(O)c12 (centres undefined)	1%	32	1.8	33	5	-8	0.3	5	50	17	12
NC(=O)C1CCN(CCC(=O)Nc2ccc(Br)cc2)CC1	5%	-25	3.2	-3	7	-28	2.8	-4	25	5	5
CCOC(=O)c1ccc(-n2c(=O)[nH]c3ccccc3c2=O)cc1	-3%	4	1.8	-23	10	-28	4.9	-4	-80	5	-37
CCN(CC)CCN1C(=O)C(=O)/C(=C(/O)c2c(C)[nH]c(C(=O)OC)c2C)C1c1ccc(OC)cc1 (centres undefined)	-10%	16	1.6	-19	6	-24	1.8	-9	-49	2	-41
Nc1nc2n(n1)C(c1ccc(F)cc1)CC(c1ccc(F)cc1)N2 (centres undefined)	-2%	27	2.9	-22	14	0	4.5	-8	-86	2	-76
O=C(Oc1ccccc1N1C(=O)CCC1=O)c1ccco1	-4%	15	1.0	-5	7	4	2.6	-3	-18	7	-17

As a short view, two of the compounds above.
SMILES	AID364	HT29 cell growth-1	HT29 cell growth-1 condensed nuclei	HT29 cell growth-1 ATP viability	A549 NSCLC growth	HT29 cell growth-2	HT29 cell growth-2 condensed nuclei	HT29 cell growth-2 ATP viability	AID772	AID772 condensed nuclei	AID772 second
Cc1nnc2n(-c3ccccc3)c(=O)c3c4c(sc3n12)CC(C)CC4 (centres undefined)	1%	25	2.2	-3	13	-16	3.5	-14	23	3	-46
COc1ccc(C2(CN(C(C)=O)C(C)=O)CCCC2)cc1OC	5%	-10	1.9	-4	9	-34	2.2	-10	-40	2	-55

Rewritten with values under each structure: part of the list above.
Every second line gives: AID364, HT29 cell growth-1, HT29 cell growth-1 condensed nuclei, HT29 cell growth-1 ATP viability, A549 NSCLC growth, HT29 cell growth-2, HT29 cell growth-2 condensed nuclei, HT29 cell growth-2 ATP viability, AID772, AID772 condensed nuclei, AID772 second
COc1ccc(C2(CN(C(C)=O)C(C)=O)CCCC2)cc1OC
  5%, -10, 1.9, -4, 9, -34, 2.2, -10, -40, 2, -55
COc1ccc(OC)c(C2/C(=C(/O)c3cnn(-c4ccccc4)c3C)C(=O)C(=O)N2CCN(C)C)c1 (centres undefined)
  8%, -28, 6.8, 0, -5, -1, 4.7, 9, 32, 2, -2
CCc1cc(=O)oc2cc(C)c(CN3CCCC(C)C3)c(O)c12 (centres undefined)
  1%, 32, 1.8, 33, 5, -8, 0.3, 5, 50, 17, 12
CCOC(=O)c1ccc(-n2c(=O)[nH]c3ccccc3c2=O)cc1
  -3%, 4, 1.8, -23, 10, -28, 4.9, -4, -80, 5, -37
COc1ccc(S(=O)(=O)N2CCC(N3CCCCC3)CC2)cc1
  7%, -8, 3.0, 16, 3, -21, 2.9, 3, -18, 3, 16

(continued)
SMILES	AID364	HT29 cell growth-1	HT29 cell growth-1 condensed nuclei	HT29 cell growth-1 ATP viability	A549 NSCLC growth	HT29 cell growth-2	HT29 cell growth-2 condensed nuclei	HT29 cell growth-2 ATP viability	AID772	AID772 condensed nuclei	AID772 second
Cc1ccc(/C=c2\sc3n(c2=O)CN(c2ccc(Br)cc2)CN=3)o1	-2%	33	8.4	7	24	7	9.4	0	21	3	2
CC(=O)C1=C(NC(=O)c2ccccc2F)C[C@@H]2[C@H]1C2(C)C	-12%	42	4.2	26	22	-12	2.3	2	-2	2	-28
Clc1ccc(-c2cn3c(n2)CCC3)cc1	-4%	-47	2.9	6	30	-16	2.0	3	36	15	10
Cn1ncc(N=Cc2ccccc2O)c1C(=O)Nc1ccccc1	-2%	23	1.1	-1	16	1	2.5	-10	-35	2	-26
CC(C)(C)c1cccc(/C=N/O)c1O	3%	2	1.7	-1	84*	1	3.0	-13	30	8	-20
CSc1nnc2n(C3CCCCC3)c(=O)c3c4c(sc3n12)CCCC4	12%	10	4.7	-16	6	0	2.5	-3	-56	8	6
O=c1[nH]c2ccccc2n1CCCN1CCN(C(c2ccccc2)c2ccccc2)CC1	3%	90	13	x	90*	37	4.2	42	55	24	93
CC1(C)Cc2c(sc(NC(=O)c3ccc(Br)o3)c2C#N)CO1	4%	16	2.1	3	14	29	3.5	-4	70	4	18
COc1ccc2cnn(-c3ccccc3C)c(=O)c2c1OC	-6%	43	0.5	5	20	30	3.5	-5	48	3	18
CCC(=O)OC1=C2C(=Nc3c(c(=O)n(C)c(=O)n3C)C2c2ccccc2)c2ccccc21 (centres undefined)	10%	-60	6.8	3	0	3	3.8	3	-7	7	5
Cc1cc(C)n(CC(=O)c2ccccc2)c(=O)c1C#N	-18%	-2	4.5	-5	-4	0	5.2	-15	15	4	-20
COc1ccc(CCn2c(=N)c(C(=O)NCc3ccco3)cc3c(=O)n4ccccc4nc32)cc1	20%	-60	2.0	-19	61*	-4	4.0	-8	-1	4	-17
NS(=O)(=O)c1cc2c(cc1Cl)NC(C1C[C@H]3C=C[C@@H]1C3)NS2(=O)=O (some centres undefined)	-2%	38	2.7	x	2	26	0.5	-2	-11	8	9
COc1ccc(C(=O)Nc2ccccc2N2CCOCC2)cc1Br	-5%	29	3.5	10	23	3	1.9	12	30	14	15
CCCCCOc1ccc(Cl)cc1CN1CCOCC1	0%	12	1.5	0	5	-24	3.0	-2	19	6	-20
COC(=O)c1ccc(CSc2nc(N3CCOCC3)c3c(c2C#N)CC(C)(C)OC3)o1	-5%	45	14	25	9	45	4.1	15	57	13	42
CC(=O)OC(C)C[N+](C)(C)C (centres undefined)	3%	-8	1.5	x	-2	-1	3.5	-15	14	5	-18
CC(=O)NC1(C(F)(F)F)C(=O)Nc2c1c(=O)n(C)c(=O)n2C (centres undefined)	0%	5	2.0	-5	1	19	5.5	-1	17	2	-7
CCOC(=O)N1CCN(C2OC(=O)c3ccccc32)CC1 (centres undefined)	-11%	38	3.8	18	-2	21	3.2	10	-17	7	6
CCOC(=O)CCC(=O)O[C@H]1[C@H](O[C@@H]2[C@@H](C)[C@H](O[C@H]3C[C@@](C)(OC)[C@@H](O)[C@H](C)O3)[C@@H](C)C(=O)O[C@H](CC)[C@@](C)(O)[C@H](O)[C@@H](C)C(=O)[C@H](C)C[C@@]2(C)O)O[C@H](C)C[C@@H]1N(C)C	13%	-63	2.2	x	12	-17	2.5	-22	-35	2	-36
COC(=O)c1sccc1NC(=O)c1c(C)cc(=O)oc1C	0%	-24	4.6	18	-4	34	6.5	-7	-18	7	9
N#CCCN(C(=O)c1ccco1)c1ccccc1	2%	11	2.3	-9	-9	19	2.2	-3	-10	2	-21
Cc1ccc(-n2c(=O)c3c4c(sc3n3c(C)nnc23)COC(C(C)C)C4)cc1 (centres undefined)	18%	-3	3.4	-23	20	7	3.6	-21	-38	4	-56
COc1ccc2c(c1)n([O-])c1c([n+]2=O)CCC1	-11%	23	9.7	-12	1	5	4.1	-2	-29	16	20
COc1cccc(OC)c1C(=O)N1CCN(S(=O)(=O)c2ccc(C)cc2)CC1	-15%	-39	1.8	-34	12	-23	2.3	-10	-35	3	-2
COc1ccc2c(c1OC)C(=O)OC2c1c(O)nc(SC)n(-c2ccccc2)c1=O (centres undefined)	-2%	12	8.0	2	-12	30	3.9	-10	-26	10	-14
O=C(O)c1nsc(Cl)c1Cl	6%	-9	4.7	-14	2	7	3.7	6	-42	2	-56
CC(C)OC(=O)[C@H]1[C@H](c2ccc(Cl)cc2)[C@@](C#N)(C(N)=O)[C@@H]2C=CC(C(N)=O)=CN21	0%	-8	4.0	-24	7	-32	4.4	-9	-100	2	-46
C=CCOn1c(=O)c(-c2cc3ccccc3o2)[n+]([O-])c2ccccc21	-1%	25	1.8	11	9	-13	2.7	2	43	3	18
Cc1occc1C(=O)OCC(=O)Nc1ccc(F)cc1	-3%	42	4.9	18	9	19	4.4	1	-70	2	-28
O=C1c2ccccc2C(=O)N1CCN1CCc2ccccc21	-5%	3	5.1	-13	8	10	4.9	-11	-85	3	-43
O=C1C=C(N2CCN(C3=CC(=O)CCC3)CC2)CCC1	5%	-9	2.2	-14	4	-36	2.4	-17	-142	2	-25
